CHO-K1 Ca PAM = nonselective calcium activators in parental CHO-K1 cells, primary screen, counter-screen for M1 PAM project, cell-based, Fluo-8 calcium fluorescence, full deck, 1536-well | ATP EC20; 0% at ATP EC20, 100% at ATP max | hit rate 0.02% among 360,000 | activation, % at 3 µM;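 active = activation above the run cutoff, the mean activation of all test compounds plus 3 SD, cut at about 40% in these data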;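 also: peak over basal fluorescence ratio in a 140 s read after ATP addition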
CRFR2-BP antag = antagonists of CRF-BP/CRF-R2 complex, primary screen, cell-based, HEK293, calcium dye fluorescence, uHTS; hit rate 0.59% among 350,000; inhibition, % at 11.8 µM; CRF-induced calcium fluorescence; AID 588475, 2011;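 active = inhibition of the ligand-induced calcium signal above about 50% at the single tested concentration, limit read from the data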
TAAR1 antag = human TAAR1 antagonists, primary screen, Fluo-8 calcium fluorescence, CHO RD-HGA16 cells | AID 624466, 2012 | Trace amine-associated receptor 1 (Homo sapiens), Q96RJ0 | antagonist | hit rate 1.5% among 360,000 | inhibition, % at 3 µM;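 active = inhibition above a per-plate cutoff, the mean inhibition of test compounds on that plate plus 3 SD, cut at about 49% in these data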;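 also: 0% = DMSO plus EC80 beta-PEA response and 100% = DMSO alone without agonist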
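System: RD-HGA16 CHO cells with stable hTAAR1 and Gα16 | Probe or stimulus: EC80 β-phenethylamine stimulus | Dosing: 3 µM, single point | Times: Dye loading 75 min at 37 °C, then 30 min room temperature | Measured by: Fluo-8 calcium-sensitive fluorescence | Read-out basis: % inhibition of agonist calcium response | Replicates: n of 1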
CRFBP-R2 agonist = agonists of CRF-BP/CRF-R2 complex, primary screen, cell-based, HEK293, calcium dye fluorescence, uHTS. calcium dye fluorescence (FLIPR); percent of saturating CRF peptide response. activation, % at 13.2 µM. hit rate 0.46% among 350,000. AID 588473, 2011;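 active = activation of at least 50%, plus an integration ratio under a set limit after plate pattern correction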;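 also: plate controls were neutral control wells without compound for no effect and CRF at EC100 for full effect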
TAAR1 ag = human TAAR1 agonists, primary screen, Fluo-8 calcium fluorescence, CHO RD-HGA16 cells; activation, % at 3 µM; vehicle wells 0%, saturating PEA agonist 100%; hit rate 0.99% among 360,000; AID 624467, 2012; Trace amine-associated receptor 1 (Homo sapiens), Q96RJ0;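 active = activation above the mean activation of all test compounds in the run plus 3 SD, cut at about 38% in these data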
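System: CHO RD-HGA16 cells carrying human TAAR1 plus Gα16; Incubation: 17-24 h seeding, 75 min 37 °C dye, 30 min RT; Measured by: Fluo-8 fluorescence, 5 s baseline then 140 s kinetic read; Control set: DMSO and PEA EC100; Replication: single well for each compound.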
M5 antag = human M5 muscarinic receptor antagonists, primary screen, CHO cells, Fluo-8 calcium fluorescence | Muscarinic acetylcholine receptor M5 (Homo sapiens), P08912 | CHO-hM5 cells, ACh EC80 | inhibition, % at 3 µM | hit rate 0.59% among 360,000 | AID 624040, 2012;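 active = inhibition above a per-plate cutoff, the mean of that plate's test compounds plus 3 SD, cut at about 27% in these data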;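 also: 0% = acetylcholine EC80 with DMSO and 100% = DMSO without agonist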
Target sequence (P08912 whole entry, looked up): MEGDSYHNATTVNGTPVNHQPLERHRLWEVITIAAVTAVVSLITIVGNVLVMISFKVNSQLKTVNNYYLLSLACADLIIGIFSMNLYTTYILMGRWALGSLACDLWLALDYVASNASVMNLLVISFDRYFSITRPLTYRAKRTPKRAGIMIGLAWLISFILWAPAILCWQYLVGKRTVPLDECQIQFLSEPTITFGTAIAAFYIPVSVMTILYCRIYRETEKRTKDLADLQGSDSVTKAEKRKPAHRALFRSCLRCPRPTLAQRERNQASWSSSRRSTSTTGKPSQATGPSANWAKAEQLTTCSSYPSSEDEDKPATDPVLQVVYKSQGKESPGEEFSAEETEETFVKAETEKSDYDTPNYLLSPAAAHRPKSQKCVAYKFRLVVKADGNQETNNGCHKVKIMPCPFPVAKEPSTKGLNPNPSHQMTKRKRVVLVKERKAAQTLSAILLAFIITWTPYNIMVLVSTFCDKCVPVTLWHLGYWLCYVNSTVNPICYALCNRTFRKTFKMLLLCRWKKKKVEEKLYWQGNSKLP
M5 ag = human M5 muscarinic receptor agonists, primary screen, CHO-K1 cells, Fluo-8 calcium fluorescence. CHO-K1 hM5 cells; 0% DMSO wells, 100% maximal acetylcholine response. activation, % at 3 µM. hit rate 0.19% among 360,000;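 active = activation above the run's mean over test compounds plus 3 SD, cut at about 23% in these data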;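 also: signal is peak over basal fluorescence ratio across the kinetic read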
M4 PAM = human M4 muscarinic receptor positive allosteric modulators, primary screen, CHO-K1 cells, Fluo-8 calcium fluorescence; activation, % at 3 µM; hit rate 0.4% among 360,000; AID 624126, 2012; CHO-K1 hM4/Gqi5, ACh EC20; 0% = ACh EC20, 100% = maximal ACh;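 active = activation above its plate's cutoff, the mean activation of sample wells plus 3 SD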; also: some results filed as inactive read as strong as hits
Target sequence (P08173 whole entry, looked up): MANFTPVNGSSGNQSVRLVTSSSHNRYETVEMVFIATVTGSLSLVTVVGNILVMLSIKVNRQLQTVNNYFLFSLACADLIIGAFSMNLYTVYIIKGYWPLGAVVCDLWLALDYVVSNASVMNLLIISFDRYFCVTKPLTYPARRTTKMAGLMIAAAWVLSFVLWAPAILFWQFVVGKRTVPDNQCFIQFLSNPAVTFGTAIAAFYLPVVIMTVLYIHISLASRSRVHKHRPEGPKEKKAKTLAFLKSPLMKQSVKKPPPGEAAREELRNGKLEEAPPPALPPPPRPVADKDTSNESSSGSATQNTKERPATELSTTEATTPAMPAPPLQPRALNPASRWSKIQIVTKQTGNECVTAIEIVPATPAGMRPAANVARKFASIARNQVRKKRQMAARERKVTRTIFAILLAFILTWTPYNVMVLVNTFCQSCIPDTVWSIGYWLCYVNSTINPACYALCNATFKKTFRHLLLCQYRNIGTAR
CHRM5 PAM = human M5 muscarinic receptor positive allosteric modulators, primary screen, CHO-K1 cells, Fluo-8 calcium fluorescence; Muscarinic acetylcholine receptor M5 (Homo sapiens), P08912; CHO-K1 hM5, ACh EC20 PAM; 0% = ACh EC20, 100% = ACh EC100; activation, % at 3 µM; hit rate 0.3% among 360,000;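 active = activation above the run cutoff, the mean activation of all test compounds plus 3 SD, cut at about 18% in these data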
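Probe or stimulus: acetylcholine, EC20 level; Assay system: human M5 receptor in CHO-K1 cells; Schedule: compound preincubation 140 s before EC20 acetylcholine addition; Technique: intracellular calcium via Fluo-8 fluorescence; Dosing: single-point, 3 µM nominal; Read-out basis: percent activation from peak-over-basal fluorescence ratio, scaled EC20-to-EC100 acetylcholine; Repeats: one well per compound, no replicates.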
Active calls of the source: *; . = not tested or not shown; & = joins results of further samples.

entry	structure	CHO-K1 Ca PAM	CRFR2-BP antag	TAAR1 antag	CRFBP-R2 agonist	TAAR1 ag	M5 antag	M5 ag	M4 PAM	CHRM5 PAM
1	CCCCOC(=O)c1sc2nc(N3CCOCC3)c3c(c2c1N)CC(C)(C)OC3	12	36	-29	-0.2	1	5	1	16	2
2	CC1CC(C)CN(S(=O)(=O)c2ccc(C(=O)Nc3nnc(C4CC4)o3)cc2)C1 (stereo not given)	-15	1	-1	-0.6	0	-5	-2	9	6
3	O=P(OC1CCCCC1)(OC1CCCCC1)C(Nc1ccccc1)c1cccnc1 (stereo not given)	2	-22	48	-3.5	9	31*	0	-9	-19
4	O=S(=O)(c1ccc(N2CCOCC2)nc1)N1CCOCC1	-1	-13	1	-2.1	9	6	1	-1	1
5	COC(=O)Cn1c(CN2CCN(c3ccccc3F)CC2)nc2c1c(=O)n(C)c(=O)n2C	-1	-9	-8	1.2	2	4	2	2	0
6	Cc1cccc(NC(=O)C(C)SCc2ccccc2)c1 (stereo not given)	5	-4	-25	0.8	0	2	-6	-5	2
7	O=C1NCCN1C(=O)c1ccccc1F	19	9	-4	0.2	7	4	-2	22	-4
8	COc1cc(/C=C2\S/C(=N/S(=O)(=O)c3ccc(C)cc3)NC2=O)c([N+](=O)[O-])cc1OC	9	43	-9	1.1	6	-5	-1	4	7
9	COC(=O)c1ccc(C(c2c(N)n(Cc3ccccc3)c(=O)n(C)c2=O)N2CCOCC2)cc1 (stereo not given)	5	12	-1	-1.4	6	-4	-2	0	-4
10	Cc1ccc(C2N(c3cccc(Cl)c3)C(=O)C3CCCN32)o1 (stereo not given)	6	-9	-3	0.8	0	6	1	1	-2
11	CCN(CC)c1ccc(C=Nc2ccc(C#N)cc2)c(O)c1	2	4	-5	-0.1	1	2	-4	5	2
12	CCOC(=O)CN1C(=O)COc2ccc(Cl)cc21	-6	10	-14	0.4	7	7	-3	-2	0
13	Cn1c(-c2ccccc2)cc(=NNS(C)(=O)=O)c2cc(S(=O)(=O)O)ccc21	7	10	-8	-4.7	2	-2	0	-1	3
14	CC1CCN(C(=O)Cn2c3ccccc3c3nc4n(c(=O)c32)CCCS4)CC1	18	2	-23	0.1	2	-6	0	-4	-6
15	CC1Sc2ccc(S(=O)(=O)CCC(=O)NCc3ccccc3)cc2NC1=O (stereo not given)	11	-11	-4	0.1	3	0	-2	-9	-3
16	CCCCCCN1C[C@@H](n2cc(C3CC3)nn2)[C@H](O)C[C@@H]1c1ccc(Cl)cc1	-9	-2	-12	2.5	4	11	1	-2	-5
17	CCOc1ccc(OCc2ccc(C(=O)N(C)c3ccccc3)o2)cc1	11	1	-14	-0.8	-3	8	-4	-1	-5
18	CCOc1ccc2nc(N3CCC(C(=O)NCCCN4CCOCC4)CC3)sc2c1	21	-6	-7	1.0	4	6	-11	8	-3
19	CC(=O)c1ccc(N2CCN(C(=O)Nc3ccc(C)cc3)CC2)cc1	18	32	5	-1.7	2	9	1	-5	0
20	Cc1ccsc1/C=N/n1cnc2sc(C)c(C)c2c1=O	4	15	-12	-2.4	1	-2	0	5	-12
21	O=S(=O)(c1cccc(-c2nc3ccccc3s2)c1)N1CCCC1	23	-9	-14	-0.3	9	3	-5	-3	-9
22	C=CCN(CC=C)C(=S)NC(=O)c1ccc(OC)c(Br)c1	-5	-5	.	0.9	.	1	0	-3	-4
23	O=C1c2ccccc2C(=O)N1CC(O)CNc1ccc(Br)cc1 (stereo not given)	-8	1	-7	1.0	0	2	0	-2	-2
24	C[N+]1=C2CCCCCN2C(O)(c2ccccc2)C1 (stereo not given)	19	11	-12	-1.1	2	4	-1	2	-6
25	COC(=O)c1ccc(CN2CCN(Cc3ccc(C(=O)OC)o3)CC2)o1	15	2	3	-1.9	4	5	-1	3	-1
26	COc1ccc(NC(=O)C2CCN(c3nc(C)nc4c3CCC4)CC2)cc1	7	-11	-4	-2.2	0	6	-5	-5	0
27	O=C(CC(=O)Nc1ccccn1)Nc1ccccn1	18	11	2	-0.9	13	-2	0	2	6
28	CCOC(=O)N1CCN(C(=O)CCl)CC1	20	-3	-12	0.0	1	3	2	-1	4
29	CC(C)(C)c1cc(=O)n2c(C#N)c(C#N)nc2[nH]1	3	5	8	-1.3	3	3	-7	-2	-6
30	O=c1[nH]nc2n1CCCCC2	14	-5	-1	2.1	1	2	-1	6	0
31	O=C(NCc1ccccc1)C(=O)c1cn(CC(=O)N2CCOCC2)c2ccccc12	10	-12	-6	-1.3	4	1	1	1	4
32	Cc1cc(S(=O)(=O)Nc2ccc(C(=O)NCC(c3ccco3)N3CCCCC3)cc2)ccc1F (stereo not given)	-5	21	-13	-0.9	2	9	-6	-1	-1
33	O/N=C/c1ccc(OCC(O)COc2ccc(/C=N/O)cc2)cc1	0	8	7	-1.0	8	6	1	0	-7
34	CN(C)CCC(c1ccccc1)c1ccccn1 (stereo not given)	-9&-4&5	0&10&6	10&-4&-33	-0.1&1.8&-1.2	0&0&0	15&15&9	-1&-1&-1	-9&-13&-15	-17&-17&-18
35	CCOc1cc2[nH]c(=O)n(CCCCCC(=O)NC3CCCC3)c(=O)c2cc1OCC	-8	10	-23	-1.8	-2	12	-4	1	-6
36	O=C(COC(=O)CCC(=O)c1ccc2c(c1)OCCO2)NCc1ccc2c(c1)OCO2	13	-4	-1	0.1	2	5	-6	-2	-2
37	O=C(Nc1ccc([N+](=O)[O-])cc1)C1(c2ccccc2)CCOCC1	17	33	2	-4.7	1	0	-2	-3	-5
38	Cc1ccnc(NC(=S)NC(=O)c2ccco2)c1	25	-22	-4	-1.8	1	1	-2	1	-1
39	O=C(CN(C(=O)c1csnn1)c1ccc2c(c1)OCCO2)NCc1ccccc1	-4	14	11	-0.2	1	9	-1	-6	-1
40	Cc1cc(C)n(-c2nnc(C)n2/N=C/c2ccccc2OCc2ccccc2Cl)n1	5	24	-6	1.9	-1	8	-2	4	0
41	CCCC(=Nc1ccc(N)cc1)C1=C(O)C(C(=O)OC)C(C)(C)CC1=O (stereo not given)	-3	-2	15	2.8	9	-3	4	1	8
42	CC(=O)Nc1ccc(S(=O)(=O)N2CCN(Cc3csc(C)n3)CC2)cc1	15	18	-36	-2.6	11	-1	-2	9	2
43	NC(=O)[C@H]1CC2(CC(c3cccc(NC(=O)COc4ccc(Cl)cc4)c3)=NO2)CN1C(=O)[C@H]1CCC(=O)N1 (stereo not given in full)	-22	-10	4	0.7	11	13	-1	21	-3
44	N#Cc1c(/N=C/N2CCCC2)oc(-c2ccccc2)c1-c1ccccc1	15	11	26	0.1	3	4	-3	-5	-4
45	Cc1cccc(C)c1-n1nnnc1C1(C)CCC(=O)N1c1ccc(N2CCOCC2)cc1 (stereo not given)	-8	.	5	.	0	2	0	-2	-2

Single records, as listed above. Screens in order: CHO-K1 Ca PAM	CRFR2-BP antag	TAAR1 antag	CRFBP-R2 agonist	TAAR1 ag	M5 antag	M5 ag	M4 PAM	CHRM5 PAM
O=C(Nc1ccc([N+](=O)[O-])cc1)C1(c2ccccc2)CCOCC1 across the screens: 17	33	2	-4.7	1	0	-2	-3	-5
Cc1cccc(C)c1-n1nnnc1C1(C)CCC(=O)N1c1ccc(N2CCOCC2)cc1 (stereo not given) across the screens: -8	.	5	.	0	2	0	-2	-2
Cc1cc(S(=O)(=O)Nc2ccc(C(=O)NCC(c3ccco3)N3CCCCC3)cc2)ccc1F (stereo not given) across the screens: -5	21	-13	-0.9	2	9	-6	-1	-1
N#Cc1c(/N=C/N2CCCC2)oc(-c2ccccc2)c1-c1ccccc1 across the screens: 15	11	26	0.1	3	4	-3	-5	-4

Continuation:
entry	structure	CHO-K1 Ca PAM	CRFR2-BP antag	TAAR1 antag	CRFBP-R2 agonist	TAAR1 ag	M5 antag	M5 ag	M4 PAM	CHRM5 PAM
46	Cc1ccc(NS(=O)(=O)c2ccc(C(=O)N3CC(C)CC(C)C3)cc2)cc1 (stereo not given)	-6	-51	102*	117*	141*	31*	56*	-19	-15
47	Cc1ccc(NC2CCCN(C(=O)c3cc(C(C)C)[nH]n3)C2)cc1C (stereo not given)	-6	-4	-6	0.3	-1	14	-2	-2	-6
48	Cc1cc(NC(=O)CSc2nnc(-c3ccncc3)n2-c2ccccc2)no1	13	-3	-3	0.2	11	7	3	7	2
49	COC(=O)c1cc(NC(=O)Cc2cccs2)cc(C(=O)OC)c1	-1	-4	-4	-0.5	-1	19	2	-3	-9
50	O=C(O)c1ccc(COc2cccc(CO)c2)cc1	16	6	0	-0.1	6	2	2	5	1
51	O=C(Cn1ncc2c(=O)oc3ccccc3c21)NCc1cccnc1	14	6	-14	1.9	2	-6	2	-8	4
52	CCOC(=O)CC1=CSC2=NS(=O)(=O)CCN12	-6	25	9	2.1	1	3	1	-7	-1
53	O=C(NCCc1ccncc1)Nc1ccc(Cl)c(Cl)c1	7	-18	12	6.5	18	3	-3	5	-3
54	Cc1noc(C)c1S(=O)(=O)Nc1cccc(CO)c1	-22	5	-8	0.8	-1	-17	-4	10	6
55	CC(C)(C)NC(=O)NC(=O)CSc1ncc(C(F)(F)F)cc1Cl	16	-39	.	-0.1	.	4	-2	3	1
56	Cc1ccc(S(=O)(=O)NCc2ccc(C(=O)N3CCN(c4ccccc4)CC3)cc2)cc1	19	-4	-17	-0.6	7	6	-3	0	-4
57	COc1ccc(NC(=O)C2CCCN(S(=O)(=O)c3ccc(-n4cnnn4)cc3)C2)cc1 (stereo not given)	0	5	1	-0.6	0	-6	-1	0	4
58	CCC(C(=O)NCc1cccnc1)n1nc(C)c2sc3ccccc3c2c1=O (stereo not given)	-3	0	-17	-0.1	-2	11	-4	6	-3
59	O=S(=O)(c1cccc(S(=O)(=O)N2CCC(Cc3ccccc3)CC2)c1)N1CCOCC1	10	-2	11	0.5	4	-1	-12	-3	-25
60	CC1CCN(C(=O)CSc2nnc3c(n2)[nH]c2ccc(F)cc23)CC1	3	4	-8	3.5	-4	11	-4	1	-2
61	CCN(C(=O)Cc1ccc(Br)cc1)C1CCCCC1	13	2	-4	-2.0	18	-7	-6	8	5
62	Cc1noc(C(=O)Nc2ccc3c(c2)OCO3)c1Cl	10	-4	-10	-0.7	0	3	0	5	1
63	COc1ccc(-c2cc(C(F)(F)F)nc(SCCC(=O)N3CCOCC3)n2)cc1	5	4	-5	-1.6	3	2	-2	-4	2

Bioassay records: PubChem, several laboratories
